Compound activity: PubChem, several laboratories
GPR55 beta-arrestin: GPR55 agonists via beta-arrestin recruitment, primary screen, imaging, U2OS cells, beta-arrestin-GFP redistribution (AID 1961); G-protein coupled receptor 55 (Homo sapiens); actives 0.048% (n = 290,000); activation, % at 10 µM; hits with a dose series show EC50 in µM; U2OS GPR55 beta-arrestin-GFP redistribution imaging; higher % means a stronger effect;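 active = activation above 40% with more than 50 cells counted in the well; inconclusive = wells holding fewer than 50 cells, flagged as toxic or sparse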;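 also: U2OS osteosarcoma cells stably expressing GPR55 and beta-arrestin-GFP; plate controls were DMSO negative control for no effect and LPI positive control for full effect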
GPR35 arrestin U2OS: GPR35 antagonists blocking zaprinast-driven arrestin recruitment, primary screen, imaging, U2OS, beta-arrestin-GFP, zaprinast agonist (AID 2058); U2OS GPR35 beta-arrestin-GFP translocation imaging, zaprinast antagonism; higher % means a stronger effect; inhibition, % at 10 µM, or IC50 in µM where a hit was titrated; actives 0.052% (n = 290,000);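 active = inhibition of at least 50% with at least 30 cells and total cytoplasm GFP at most 10,000,000; inconclusive = under 30 cells or total GFP of 10,000,000 plus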
K1F lysis inhibition: inhibition of K1F phage lysis, E. coli UTI89, bacterial capsule biogenesis inhibitors, alamar blue (AID 488966) | E. coli UTI89 K1F phage lysis, alamar blue, 2 h; higher % means a stronger effect | inhibition, % at 100 µM; hits with a dose series show IC50 in µM | actives 0.02% (n = 340,000);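 active = phage lysis inhibition, versus mean bacterial control, above a set limit; inconclusive = no clear call, values can overlap the other calls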;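 also: capsule biogenesis inhibitors block K1F phage lysis so surviving cells raise fluorescence; higher fluorescence means more inhibition of phage lysis; actives were called in the ten point dose series up to 300 µM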
HIV fusion peptide: inhibitors of HIV fusion peptide binding, primary screen, biochemical, uHTS, fluorescence dequenching (AID 1986); cell-free peptide binding, fluorescence dequenching, 30 min; higher % means a stronger effect; inhibition, % at 20 µM, or IC50 in µM where a hit was titrated; actives 0.3% (n = 290,000); in the data active = inhibition mostly above about 52%, no sharp cut-off; inactive = mostly below about 76%; also: some results filed as inactive read as strong as hits
Siah-1 displacement: Siah-1 peptide-binding antagonists, primary screen, biochemical, fluorescence polarization, rhodamine-plectin, uHTS (AID 1817) | E3 ubiquitin-protein ligase SIAH1 (Homo sapiens) | Siah-1 / rhodamine-plectin peptide fluorescence polarization; higher % means a stronger effect | one-dose displacement, % at 20 µM; IC50 in µM for titrated hits | actives 0.02% (n = 290,000);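 active = displacement of at least 50% at 20 µM, with a fluorescence ratio check between 0.3 and a set limit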;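 also: plate controls were Siah plus tracer with DMSO for no effect and tracer alone without Siah for full effect; strong numbers were not always called active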
AID2073: inhibitors of Mint1-CaV2.2 protein interaction, biochemical, HTRF (AID 2073) | Voltage-dependent N-type calcium channel subunit alpha-1B (Homo sapiens) | HTRF protein-protein interaction, Mint1-CaV2.2; higher % means a stronger effect | one-dose inhibition, % at 20 µM; IC50 in µM for titrated hits | actives 0.19% (n = 290,000); in the data active = inhibition mostly above about 51%, no sharp cut-off; inconclusive = no clear call, values can overlap the other calls; inactive = mostly below about 53%; also: some results filed as inactive read as strong as hits
NTR1 ag: agonists of NTR1, primary screen, imaging, U2OS cells, beta-arrestin-GFP, high content (AID 493036); Neurotensin receptor type 1 (Homo sapiens), P30989; NTR1-U2OS beta-arrestin-GFP spot imaging, agonist mode; activation, % at 20 µM; actives 0.17% (n = 330,000);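 active = activation at or above 40% of the spot to cytoplasm intensity ratio, with at least 20 cells analyzed; inconclusive = wells under 20 cells, flagged as cytotoxic or low count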;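 also: 0% = DMSO without peptide and 100% = 100 nM NTR1 peptide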
Target sequence (P30989 whole entry, looked up): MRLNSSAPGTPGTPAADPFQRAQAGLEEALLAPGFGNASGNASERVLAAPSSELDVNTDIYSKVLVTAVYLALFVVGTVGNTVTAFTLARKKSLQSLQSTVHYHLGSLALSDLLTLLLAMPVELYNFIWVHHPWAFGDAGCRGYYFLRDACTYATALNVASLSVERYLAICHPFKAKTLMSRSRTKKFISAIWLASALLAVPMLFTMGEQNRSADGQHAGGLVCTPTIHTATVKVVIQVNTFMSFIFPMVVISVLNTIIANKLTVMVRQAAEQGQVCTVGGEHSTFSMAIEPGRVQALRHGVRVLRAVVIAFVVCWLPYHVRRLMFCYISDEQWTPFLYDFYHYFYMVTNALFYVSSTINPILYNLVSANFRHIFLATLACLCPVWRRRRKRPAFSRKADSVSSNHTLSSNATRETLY
NS5 inhibitors: Dengue-2 NS5 methyltransferase inhibitors, primary screen, biochemical, confirmation dose response (AID 588689). Dengue-2 NS5 methyltransferase capping enzyme assay, biochemical; higher % means a stronger effect. inhibition, % at 25 µM; hits with a dose series show IC50 in µM. Genome polyprotein (Dengue virus type 2 (strain 16681-PDK53)). actives 0.3% (n = 340,000); in the data active = a potency from the dose series; inconclusive = inhibition above about 29% without an active follow-up result
GPR55 antagonists: GPR55 antagonists blocking LPI-driven arrestin recruitment, primary screen, imaging, U2OS, beta-arrestin-GFP, LPI agonist (AID 2013); inhibition, % at 10 µM; hits with a dose series show IC50 in µM; U2OS GPR55 beta-arrestin-GFP translocation imaging, LPI antagonism; higher % means a stronger effect; G-protein coupled receptor 55 (Homo sapiens); actives 0.13% (n = 290,000);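 active = spots per cell inhibited over 60%, with over 100 cells counted and total cytoplasm intensity under 500,000; inconclusive = wells with under 100 cells, flagged as likely toxic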;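 also: U2OS cells stably carrying GPR55 and arrestin-GFP stimulated by 5 µM LPI near EC80; imaged beta-arrestin-GFP aggregate spots per cell after agonist stimulation; plate controls were LPI-stimulated DMSO wells for no effect and DMSO wells without LPI for full effect; some results filed as inactive read as strong as hits; confirmed hits need IC50 under 10 µM and bright autofluorescent wells are also inconclusive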
NTR1 ag cell count 20 µM: also measured in NTR1 ag; calls as there; cell count; measured here: cell count, cytotoxicity flag
NS5 inhibitors pilot replicate: recorded beside NS5 inhibitors, whose call it bears; inhibition, %; measured here: pilot screen replicate inhibition
Starred values were filed as active, the others as inactive; i = inactive; u = inconclusive; x = not tested or not shown; [ ] = dose if it differs, or a comment.

SMILES | GPR55 beta-arrestin | GPR35 arrestin U2OS | K1F lysis inhibition | HIV fusion peptide | Siah-1 displacement | AID2073 | NTR1 ag | NTR1 ag cell count 20 µM | NS5 inhibitors | GPR55 antagonists | others
O=c1[nH]c(CN2CCN(c3ccc([N+](=O)[O-])cc3)CC2)nc2ccsc12 | 0.0% | 2% | 0.2% | 0.4% | 0% | -6% | -0.2 | 69 | -5% | -5%
Cc1cc2cc(C)c3nnc(SCC(=O)NCc4ccco4)n3c2cc1C | -0.1% | 20% | 3.1% | -2.1% | -4% | -7% | 0.4 | 32 | -8% | -3%
O=C(CC1C(=O)NCCN1Cc1cccc(Oc2ccccc2)c1)NCCc1cscn1 (stereo unspecified) | 0.4% | -1% | 0.0% | 1.8% | -7% | -6% | 0.6 | 83 | 3% | 5%
c1ccc(OCc2nc3ccccc3[nH]2)cc1 | -0.1% | -7% | -0.2% | 1.2% | 2% | 1% | -1.5 | 80 | -3% | -2% | NS5 inhibitors pilot replicate=0.3
COC(=O)c1cc(NC(=O)C(C)c2ccc(CC(C)C)cc2)ccc1O (stereo unspecified) | 0.2% | 1% | x | 1.6% | 20% | 9% | 7.7 | 96 | x | 13%
COc1ccccc1C(=O)Nc1ccnn1C1CCN(C/C=C/c2ccccc2)CC1 | 0.6% | -10% | 1.7%[50 µM] | 0.1% | 3% | 12% | 0.9 | 72 | -8% | 8%
Cc1occc1C(=O)Nc1cccc(Cn2cccn2)c1 | -0.4% | -8% | -1.1% | 2.7% | 0% | 12% | -1.0 | 70 | -3% | 11%
Cc1ccc(-c2cc(C(=O)NCc3ccccn3)c3ccccc3n2)cc1C | 0.1% | 10% | 1.0% | 3.4% | -4% | 0% | 3.4 | 41 | -4% | 30%
O=C(Nc1ccc(CN2CCOCC2)cc1)c1ccc(Cl)cc1 | -0.3% | -2% | -0.1% | 1.2% | 5% | 0% | 2.3 | 63 | 3% | -4% | NS5 inhibitors pilot replicate=0.3
Cn1cnc(S(=O)(=O)Nc2ccc(C(F)(F)F)cc2)c1 | 0.5% | -6% | 0.4% | 2.1% | 2% | -8% | 0.9 | 57 | x | 4%
Cc1ccc2c(c1)sc1nc(=O)n(-c3ccccc3)c(=O)n12 | -0.6% | 3% | 1.0% | 0.5% | 9% | -9% | 0.2 | 48 | 2% | 5%
CCN(CCO)Cc1csc2c(Br)cccc12 | -0.3% | -12% | 0.2% | -3.3% | 3% | -2% | -1.1 | 50 | 3% | 13%
CCC(C)(C)NS(=O)(=O)c1cc(CN2C(=O)c3cccnc3C2=O)ccc1OC | 0.6% | -4% | 1.8% | -0.4% | -3% | 17% | -0.2 | 87 | -3% | 6%
CC(=O)c1c(C)n(-c2ccccc2)c2ccc(OCC(O)CN3CCOCC3)cc12 (stereo unspecified) | -0.1% | 7% | 4.0% | -0.3% | -2% | -6% | -0.4 | 61 | -1% | -7%
Cc1ccc(C)c(CSC2=NN3CCCC(=O)N=C3S2)c1 | -0.1% | -3% | 0.3% | 0.1% | -1% | 29% | 0.5 | 53 | -9% | -10%
Cc1ccsc1C1NC(=O)c2c(sc3c2CCN(C)C3)N1 (stereo unspecified) | -0.1% | 1% | 1.3% | -1.4% | 4% | -7% | -2.6 | 90 | u | -3%
O=S(=O)(NC1=NCCCCC1)c1ccc(F)cc1 | -0.3% | 4% | 0.4% | -1.8% | 10% | -2% | -0.4 | 51 | 5% | 6%
Oc1c(Cl)cc(Cl)cc1/C=N/Nc1ncc(Br)cn1 | -0.1% | -5% | -0.6% | 2.5% | 3% | 47% | -0.8 | 31 | -1% | 0%
CC1(CCc2ccc3c(c2)OCO3)NC(=O)c2ccccc2N1 (stereo unspecified) | -0.3% | 5% | 0.0% | 0.1% | -4% | 14% | 0.5 | 82 | -2% | 1%
O=c1c2c(n3cnnc3n1-c1ccccc1)-c1ccccc1CC21CCCCC1 | -0.1% | -8% | -0.3% | -0.5% | -3% | -5% | -0.2 | 38 | -11% | 10%
C=CC(c1ccccc1)C(C(=O)c1ccccc1)N(C)C (stereo unspecified) | -0.2% | 1% | -0.2% | -0.3% | 2% | -16% | x | x | -5% | 7%
CCCOc1ccc(N2C(=O)CC(SC(=N)N3N=C(c4ccccc4)CC3c3ccccc3)C2=O)cc1 (stereo unspecified) | -0.3% | -14% | 0.5% | 0.4% | -6% | 26% | 0.4 | 45 | 5% | 10%
Cc1nn(Cc2ccc([N+](=O)[O-])cc2)c(=O)n1-c1c(F)cccc1F | -0.2% | -6% | 0.2% | -1.2% | 0% | 7% | -1.0 | 70 | -6% | 20%
O=C(O)CSc1ncnc2scc(-c3ccccc3)c12 | -0.1% | -11% | 0.3% | -0.6% | -3% | 25% | 4.2 | 60 | -3% | 4%
CC(C)(C)OC(=O)N1CCC[C@H]1c1nnc(SCc2ccccc2F)o1 | 0.5% | 7% | 2.7% | 1.3% | 2% | -11% | -1.6 | 33 | -1% | 17%

Random excerpt: 4 compounds from above, in no set order.
SMILES | GPR55 beta-arrestin | GPR35 arrestin U2OS | K1F lysis inhibition | HIV fusion peptide | Siah-1 displacement | AID2073 | NTR1 ag | NTR1 ag cell count 20 µM | NS5 inhibitors | GPR55 antagonists | others
O=C(O)CSc1ncnc2scc(-c3ccccc3)c12 | -0.1% | -11% | 0.3% | -0.6% | -3% | 25% | 4.2 | 60 | -3% | 4%
Oc1c(Cl)cc(Cl)cc1/C=N/Nc1ncc(Br)cn1 | -0.1% | -5% | -0.6% | 2.5% | 3% | 47% | -0.8 | 31 | -1% | 0%
O=C(Nc1ccc(CN2CCOCC2)cc1)c1ccc(Cl)cc1 | -0.3% | -2% | -0.1% | 1.2% | 5% | 0% | 2.3 | 63 | 3% | -4% | NS5 inhibitors pilot replicate=0.3
CCN(CCO)Cc1csc2c(Br)cccc12 | -0.3% | -12% | 0.2% | -3.3% | 3% | -2% | -1.1 | 50 | 3% | 13%

(more compounds)
SMILES | GPR55 beta-arrestin | GPR35 arrestin U2OS | K1F lysis inhibition | HIV fusion peptide | Siah-1 displacement | AID2073 | NTR1 ag | NTR1 ag cell count 20 µM | NS5 inhibitors | GPR55 antagonists | others
CCN(CC)C(=O)C1CCCN(c2ccc([N+](=O)[O-])cc2/C=N/NC(=O)c2cccc(Br)c2)C1 (stereo unspecified) | -0.2% | 0% | 0.4% | -4.8% | 2% | 4% | 2.9 | 69 | -5% | -3%
C=CCNC(=O)Nc1ccc(Br)cc1Cl | -0.1% | -7% | 0.6% | -1.1% | -2% | -6% | 0.4 | 71 | -12% | 0%
CCCNC(=S)Nc1ccc(Cl)cc1C | -0.3% | 4% | 2.5% | 0.7% | 4% | -1% | 0.6 | 44 | 0% | -1%
Cc1sc(=NC(=O)c2ccco2)n(C)c1-c1ccccc1 | -0.1% | -3% | 10% | -3.5% | 2% | 15% | 4.6 | 49 | -1% | -2%
COc1ccc(C(=O)N/C(=C\c2cccc3ccccc23)C(=O)N2CCN(C)CC2)cc1OC | -0.1% | 4% | 0.2% | 0.7% | -5% | -8% | -1.3 | 67 | -4% | 2%
O=C1C2CC=CCC2C(=O)N1CC(=O)N(Cc1ccccc1)C1CCS(=O)(=O)C1 (stereo unspecified) | -0.1% | 5% | 0.5% | -1.5% | 1% | 4% | -0.4 | 89 | -5% | 5% | NS5 inhibitors pilot replicate=1.8
Cc1[nH]nc(Nc2ccc(C(C)C)cc2)c1[N+](=O)[O-] | -0.1% | 12% | -0.3% | -2.6% | -4% | -6% | 1.5 | 53 | -7% | 5%
C(=N\Nc1nnnn1-c1ccccc1)/c1ccncc1 | 1.0% | 20% | -3.3% | -4.3% | 6% | -2% | -0.9 | 41 | -3% | 1%
O=C(COC(=O)c1cccc(Br)c1)NCCc1ccccc1 | -0.1% | 12% | 0.0% | -2.0% | -1% | 2% | -0.2 | 87 | -1% | 0%
Cn1c(=O)c2c(ncn2CCC(=O)N/N=C/c2cccnc2)n(C)c1=O | 0.6% | -10% | -0.5% | 0.5% | 2% | 9% | 0.3 | 56 | 1% | 9%
COc1ccc(CC(=O)OCC(=O)N2CCCC(C)C2)cc1 (stereo unspecified) | -0.1% | 14% | 0.1% | -0.2% | 5% | -7% | 0.0 | 43 | -9% | 8%
Cc1ccccc1C1NC(=O)c2ccccc2O1 (stereo unspecified) | 0.6% | 7% | 0.0% | 0.9% | -5% | 13% | 3.5 | 47 | -9% | 22% | NS5 inhibitors pilot replicate=-3.1
NS(=O)(=O)c1cc2c(cc1Cl)NC(CSCc1ccccc1)=NS2(=O)=O | 0.2% | 2% | 3.7% | 2.1% | -4% | 3% | -1.9 | 65 | -4% | 3%
O=C(COC(=O)Cc1ccc(Br)cc1)Nc1c(F)c(F)c(F)c(F)c1F | 0.1% | -4% | 0.2% | 2.5% | 3% | -1% | -2.6 | 80 | 4% | 10%
Cc1cc(N=NC(=O)c2ccccc2O)c2ccccc2c1O | 0.5% | -12% | -0.2% | 16% | -3% | 12% | 1.2 | 95 | -2% | 2%
O=C(NC1CCCc2c1cnn2-c1ccc(F)cc1F)c1ccccc1N1CCOCC1 (stereo unspecified) | -0.1% | -5% | 0.1% | -0.5% | -6% | 2% | 1.2 | 51 | 1% | -5%
CC1(c2ccc(OC(F)F)cc2)NC(=O)N(CC(=O)Nc2ccc(OC(F)F)cc2)C1=O (stereo unspecified) | 0.0% | -10% | 0.2% | -0.2% | -1% | 13% | 5.2 | 48 | -11% | -3%
Cc1ccc2oc(=O)c3cnn(CC(=O)Nc4cc(-c5cccc(F)c5)no4)c3c2c1 | 0.3% | -4% | 1.4% | 1.7% | 2% | 12% | -0.9 | 82 | 2% | 5%
C1=C(c2ccc(-c3ccccc3)cc2)Nc2ncnn2C1c1ccco1 (stereo unspecified) | 0.1% | 3% | i | -1.1% | 0% | u | x | x | u | -5%
